# Vif-A3G inh: inhibitors of Vif-APOBEC3G interaction; Q9HC16; HeLa A3G-eYFP + Vif (tagged APOBEC3G with the HIV-1 protein that degrades it), YFP fluorescence, overnight; Potency, µM (series often up to 46.1 µM), for inactives: at the top dose activity, negative = active, most hits filed as inhibitors; 410,000 tested, 0.076% active; AID 602310;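 further: potency means the concentration at half of the fitted maximal effect; on the % scale 0 is the no-effect control and ±100 the full control effect; nearly all actives have a fitted effect of over 60% in size; hits raise eYFP signal because A3G escapes Vif-driven loss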
# Target sequence (Q9HC16 whole entry, looked up): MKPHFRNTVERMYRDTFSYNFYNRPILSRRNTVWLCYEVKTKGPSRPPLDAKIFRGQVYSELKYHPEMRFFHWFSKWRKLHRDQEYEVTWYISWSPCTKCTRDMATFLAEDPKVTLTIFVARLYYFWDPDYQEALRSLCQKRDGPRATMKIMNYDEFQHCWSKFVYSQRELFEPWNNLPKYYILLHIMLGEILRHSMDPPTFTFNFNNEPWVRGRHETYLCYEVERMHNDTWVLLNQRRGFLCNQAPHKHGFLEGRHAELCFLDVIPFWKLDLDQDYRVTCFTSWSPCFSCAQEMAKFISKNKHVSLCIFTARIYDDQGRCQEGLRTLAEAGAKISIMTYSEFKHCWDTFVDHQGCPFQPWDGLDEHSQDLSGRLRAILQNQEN
#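 HeLa cells stably expressing Vif and C-terminally eYFP-tagged A3G, seeded overnight at 37 deg C, then exposed to compound by pintool overnight at 37 deg C. Rise in yellow fluorescence (Ex 488/Em 500-530, Acumen) marks blocked Vif-driven A3G degradation.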
# GRP78 ERSR act: inducers of ER stress response in human glioma cells. U87-MG GRP78 promoter luciferase reporter, 16 h. 420,000 tested, 0.02% active. Potency, µM, for the others: at the top dose activation, usual class: activators. AID 602332; further: potency means the concentration at half of the fitted maximal effect; series mostly up to about 76 µM; % of control where 0% means no effect; nearly all actives have a fitted effect of over 35% in size
#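 ERSR induction read as luciferase luminescence (Bright-Glo, 10 min at room temperature) in stably transfected human U87-MG glioma cells exposed to compounds for 16 h, using GRP78 as sensor.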
# D1 antagonist: human D1 dopamine receptor antagonism | 360,000 tested, 3.2% active | HEK293 TREx D1 cells, calcium flux, dopamine EC80; hits give low values | activity change, negative = inhibition, % at 10 µM | P21728; in the data active means activity change below about -30%; further: on the % scale 0 is the no-effect control and ±100 the full control effect
#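 Kinetic fluorescence of a calcium dye serves as the read-out. D1-expressing Hek293 Trex cells, induced overnight at 30 C, are exposed to compound for 180 s before an EC80 dopamine addition, then read 180 s further.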
# Vif-APOBEC3F blk: Vif-A3F binding inhibition; HeLa A3F-eYFP + Vif (tagged APOBEC3F with the HIV-1 protein that degrades it), YFP fluorescence increase; Potency, µM (titrated, usually from 46.1 µM), without a hit: at the highest dose activity, negative = active; 390,000 tested, 0.2% active; AID 602313; further: potency means the concentration at half of the fitted maximal effect; % of control where 0% means no effect; nearly all actives have a fitted effect of over 65% in size
#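 HeLa cells stably expressing A3F-eYFP plus Vif, plated and incubated overnight at 37 deg C, then exposed to compounds overnight at 37 deg C. Blocked degradation read as raised yellow fluorescence (Ex 488/Em 500-530).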
# D2 potentiator: D2 dopamine receptor (human) potentiation. AID 485347. potentiation, % at 10 µM. 340,000 tested, 0.34% active. HEK293 T-REx D2, calcium flux, EC20 dopamine potentiation. P14416;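 active means potentiation over 3 SD above the plate norm, cut at about 30% in these data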; further: 0% is about no effect
# Target sequence (P14416 whole entry, looked up): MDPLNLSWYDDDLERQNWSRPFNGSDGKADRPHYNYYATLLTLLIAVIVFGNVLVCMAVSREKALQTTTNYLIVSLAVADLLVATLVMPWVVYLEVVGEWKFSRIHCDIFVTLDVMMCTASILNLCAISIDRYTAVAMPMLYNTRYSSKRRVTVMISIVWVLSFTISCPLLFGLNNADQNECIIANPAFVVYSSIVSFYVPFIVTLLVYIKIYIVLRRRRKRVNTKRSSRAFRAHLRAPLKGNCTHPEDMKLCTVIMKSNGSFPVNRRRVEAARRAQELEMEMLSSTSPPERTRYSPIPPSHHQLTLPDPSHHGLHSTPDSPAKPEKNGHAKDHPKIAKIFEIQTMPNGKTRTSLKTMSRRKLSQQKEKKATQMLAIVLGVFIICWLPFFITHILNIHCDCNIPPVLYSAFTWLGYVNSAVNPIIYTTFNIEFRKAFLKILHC
#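 Primary screen. Calcium kinetics in induced HEK293 T-REx D2 cells: compound pre-addition 180 s, EC20 dopamine, 180 s more.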
# RXFP1 ag: RXFP1 (human) receptor agonism. Q9HBX9. HEK293T-RXFP1 cAMP TR-FRET, 30 min; response scale: percent of porcine relaxin response, buffer zero. Potency, µM (doses to about 57.5 µM), for inactives: at the top dose activation, hits mostly activators. 370,000 tested, 0.3% active. AID 2676; further: potency means the concentration at half of the fitted maximal effect; on the % scale 0 is the no-effect control and ±100 the full control effect; nearly all actives have a fitted effect of over 60% in size; many of its hits are not listed in these tables
#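 HEK293 cells stably expressing RXFP1, treated 30 min at 37C with compounds plus PDE4 inhibitor Ro 20174; cAMP measured by HTRF TR-FRET. Normalized to buffer and 29 nM porcine relaxin; EC50 by Hill fit.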
# RXFP1 antag: blocks the human relaxin receptor RXFP1 | AID 1259400 | 350,000 tested, 0.59% active | activity change, negative = inhibition, % at 57.5 µM | Q9HBX9 | HEK293-RXFP1, relaxin-stimulated cAMP HTRF, 30 min; hits give low values;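 active means activity change of -60% or lower, but not beyond a set lower limit; inconclusive means change between -60% and -40%, or beyond the set limit; inactive means change above -40%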; further: on the % scale 0 is the no-effect control and ±100 the full control effect
# D1 ag: activates the human D1 dopamine receptor; P21728; HEK293 T-REx D1 cells, calcium flux, agonist mode; activation, % at 2 µM; 360,000 tested, 1% active; in the data active means activation above about 30%; further: 0% is about no effect
#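 Inducible HEK293 T-REx D1 cells, force-coupled to calcium signalling, were plated at 4000 cells/well with tetracycline and held overnight at 30 C. After no-wash calcium dye loading, compound-evoked calcium rise over 180 s flagged agonists.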
# D1 potentiator: enhances dopamine response at the human D1 receptor. P21728. HEK293 TREx D1 cells, calcium flux, dopamine EC20 potentiation. potentiation, % at 10 µM. 360,000 tested, 0.036% active; in the data active means potentiation above about 30%; further: 0% is about no effect
# Numbers without * were called inactive; ? = inconclusive; / = not tested or not shown. Unless noted, the call rests on the fitted dose curve; in most records, active means well fitted curve in the direction sought with a large enough effect; inconclusive means small, poorly fitted or top-dose-only effect, or another doubt; inactive means no such curve, though single readings can be large; an effect the other way counts as inactive or inconclusive. These rows are one share of the data. The share of hits here may be higher or lower than overall.
SMILES,Vif-A3G inh,GRP78 ERSR act,D1 antagonist,Vif-APOBEC3F blk,D2 potentiator,RXFP1 ag,RXFP1 antag,D1 ag,D1 potentiator
CCOc1cc(N2CCOCC2)c(OCC)cc1NC(=O)CN1CCCC1,0%,-1%,10,-3%,8,-0.7%,4,3,1
COc1ccc(N2C(=O)C(CC(=O)Nc3ccccc3)N(Cc3ccc(OC)c(OC)c3)C2=O)cc1 (stereo not given),-3%,0%,-5,-30%,-14,0.5%,-24,0,-1
CCOC(=O)C1=C(C(F)(F)F)Nc2ncnn2C1c1cc(OC)c(OC)cc1OC (stereo not given),-7%,0%,7,-4%,2,-1.5%,-13,3,-1
Cc1nn(C)cc1CNC(=O)c1ccccc1Br,-3%,-3%,10,4%,-1,2.2%,-1,6,-14
Cc1cc(N=NC(=O)c2ccccc2)ccc1O,-1%,0%,1,2%,9,0.0%,-1,3,5
CC(C)Sc1cc(N2CCCC2)nc(-c2ccccc2Cl)n1,-2%,-4%,70,-29%,6,0.0%,-34,9,5
CCOC(=O)/C(C#N)=C1/SC(CC)C(=O)N1c1ccc(C)cc1 (stereo not given),-1%,11%,-5,-3%,0,0.0%,-10,2,-4
Cc1cc2cc3c(cc2nc1SCC(=O)Nc1c(C)cccc1C)CCC3,-10%,2%,/,-9%,/,?,-3,/,/
COc1ccc(-c2noc(N3CCC(C(=O)N4CCN(c5ccccc5OC)CC4)CC3)n2)cc1,2%,-5%,-56*,1%,-9,4.5%,-17,8,-4
C[N+](C)(C)C(Cc1ccccc1)C(=O)[O-] (stereo not given),-6%,0%,4,-4%,12,-5.0%,/,1,-7
Cn1cccc1CNC1CCCCC1,1%,-4%,-8,-3%,-12,0.3%,-9,3,-3
CC(C)CCNC(=O)C(=O)NCC1OCCCN1S(=O)(=O)c1cccs1 (stereo not given),0%,3%,8,0%,9,-0.1%,-5,1,-3
CC1=CCCC(C)(C)C1/C=C/C(C)=N/NC(=O)c1ccncc1 (stereo not given),0%,-6%,9,-7%,/,0.6%,-17,4,16
Cc1ccnc(NC(=O)C(C)N2C(=O)c3ccccc3S2(=O)=O)c1 (stereo not given),0%,-4%,18,2%,6,1.9%,1,0,7
Cc1cc2cc(CN(CCCO)S(=O)(=O)c3cccc4nsnc34)c(=O)[nH]c2cc1C,-4%,-3%,-14,-17%,12,-1.1%,-5,2,12
CCN(CC)S(=O)(=O)c1ccc(N2CCOCC2)c(NC(=O)c2cccc3ccccc23)c1,-3%,-4%,1,15%,-2,4.1%,1,5,-4
CCCC[n+]1ccn(C2=C([O-])c3ccccc3C(=O)/C2=N\S(=O)(=O)c2ccccc2)c1,1%,-14%,-7,-6%,-9,0.3%,18,0,-1
COc1ccc(Cl)cc1NC(=O)CN(C)C(=O)CCNC(=O)c1ccccc1OC,4%,-4%,-13,-4%,-10,-0.7%,-3,2,-2
O=C(Nc1ccc(F)c(F)c1)C1CCCCC1,-4%,-2%,-6,-1%,-2,1.3%,/,3,-8
C=CCNC(=S)/C(=C(\[O-])c1ccc(Cl)cc1)[n+]1ccccc1,1%,2%,1,-11%,10,-1.4%,-2,1,0
COc1cccc(C(C(=O)NCc2ccco2)N(C(=O)Cn2nnc3ccccc32)C2CC2)c1OC (stereo not given),1%,-3%,0,6%,5,0.6%,-1,3,-4
S=C(NCc1ccco1)N1CCN(c2nc(-c3ccccc3)cs2)CC1,-1%,1%,-6,1%,5,-1.0%,10,0,-7
N#Cc1c(NC(=O)COC(=O)c2ccc(O)cc2O)sc2c1CCC2,1%,-6%,15,2%,21,1.5%,-4,1,-4
Cc1ccc(-c2nc(CS(=O)CC(=O)NCCCc3ccccc3)c(C)o2)cc1 (stereo not given),0%,0%,-6,-9%,17,0.2%,-9,0,-2
COc1ccc(-c2cn[nH]c2C)cc1OC,0%,-1%,8,-3%,4,0.0%,19,6,-2
CCn1c(=O)c2sccc2n2c(CCC(=O)N3CCN(c4ccc(C(C)=O)cc4)CC3)nnc12,2%,-1%,3,0%,-2,19%,/,-1,-1
C=CCn1c(=NC(=O)CC)n(C)c2ccccc21,2%,1%,9,1%,-11,0.6%,15,1,-2
O=C(O)CC12CC3CC(C1)CC(n1ncc(NCc4ccc(F)cc4)c(Cl)c1=O)(C3)C2,-4%,-1%,13,2%,-7,1.4%,1,2,-3
Cc1ccc(NC(=O)Nc2cnccn2)cc1,-2%,11%,-3,-7%,4,0.1%,-2,2,-1
N#C/C(=N\Nc1c(Cl)cccc1Cl)C(=O)NN,-24%,0%,21,-21%,-1,2.0%,-25,-3,-2

# By substructure, those above containing an NH in an aromatic ring.
SMILES,Vif-A3G inh,GRP78 ERSR act,D1 antagonist,Vif-APOBEC3F blk,D2 potentiator,RXFP1 ag,RXFP1 antag,D1 ag,D1 potentiator
Cc1cc2cc(CN(CCCO)S(=O)(=O)c3cccc4nsnc34)c(=O)[nH]c2cc1C,-4%,-3%,-14,-17%,12,-1.1%,-5,2,12
COc1ccc(-c2cn[nH]c2C)cc1OC,0%,-1%,8,-3%,4,0.0%,19,6,-2

# Continued:
SMILES,Vif-A3G inh,GRP78 ERSR act,D1 antagonist,Vif-APOBEC3F blk,D2 potentiator,RXFP1 ag,RXFP1 antag,D1 ag,D1 potentiator
CC(C)C(C(=O)O)N1CCS(=O)(=O)CC1 (stereo not given),0%,-3%,5,3%,-15,2.9%,-25,2,-1
O=C(COc1ccc(S(=O)(=O)NC2CCCC2)cc1)N1CCCCC1,2%,-6%,13,-6%,-4,-0.9%,-4,4,0
NC(=O)C1CCN(c2nc(-c3ccccc3F)cs2)CC1,-5%,0%,-25,-4%,/,0.4%,/,7,-3
COC(=O)c1cc(-c2c[nH]c3ccccc23)n[nH]1,-10%,10%,2,-12%,-2,-1.3%,-8,0,-3
COC(=O)c1cccc(N2CCCC2=O)c1,1%,-1%,-4,?,-4,1.7%,14,1,-2
CC(C)N=C(Nc1ccccc1)c1cccnc1,-1%,-4%,/,-3%,/,-0.7%,2,/,/
COc1ccc(C(=O)Oc2ccc(=O)n(-c3ccccc3)n2)cc1,6%,-4%,/,-1%,/,1.4%,16,/,/
CN(C)c1ccc(CNC(=O)c2cccn2-c2nnc(N3CCCCC3)s2)cc1,0%,-2%,3,1%,2,-1.2%,/,2,3
O=C1SC(c2ccccc2)=C/C1=C\N1CCCCC1,0%,4%,/,0%,/,-2.5%,3,/,/
C[C@@H]1C[C@H]2[C@@H]3C[C@H](F)C4=CC(=O)C=C[C@]4(C)[C@@]3(Cl)[C@@H](O)C[C@]2(C)[C@H]1C(=O)COC(=O)C(C)(C)C,-3%,-3%,6,-11%,-3,1.5%,/,0,-4
CCC1CCCCN1C(=O)CSc1nc2c([nH]c3ccccc32)c(=O)n1-c1ccc(OC)cc1 (stereo not given),-5%,-4%,10,7%,13,3.0%,/,1,-3
CC(C)Oc1ccc(OCCn2c(S(=O)(=O)O)nc3c(N)ncnc32)cc1,2%,-2%,-10,-7%,0,7.3%,14,3,-1
CC(C)(C)n1ncc2c(=O)n(CC(=O)N3CCCCC3)cnc21,1%,-3%,3,1%,-2,-0.7%,-7,2,-2
CC(C)(C)OC(=O)NCCCCCNC(=O)c1[nH]cnc1C(=O)Nc1ccccc1,1%,-4%,/,10%,7,-0.9%,/,-4,-7
CC1=C(c2ccc(C)c(C)c2)S(=O)(=O)N(Cc2ccc(C(=O)NCc3cccc(C)c3)cc2)C1=O,0%,-2%,12,2%,-3,-1.1%,-9,7,-6
CC(O/N=C(\N)c1ccccc1)C(=O)Nc1cccc(C(F)(F)F)c1 (stereo not given),6%,-3%,/,0%,/,/,1,/,/
Cc1cc(C(=O)Nc2cccnc2)on1,0%,-1%,-5,-2%,-3,0.3%,/,0,4
COc1cc2c(cc1OC)C(c1c(-c3c(Cl)cccc3Cl)noc1C)=NCC2,-9%,-6%,/,-8%,/,/,-5,/,/
O=C(NCC(c1cccs1)N1CCOCC1)c1cccc(S(=O)(=O)Nc2ccc(F)cc2)c1 (stereo not given),1%,-2%,/,2%,/,/,-9,/,/
O=C(CSc1nnc(CNC(=O)c2ccco2)o1)Nc1nc2ccccc2s1,0%,-2%,-19,-19%,3,6.5%,-2,3,-7
COc1ccccc1-c1cc(C(=O)N/N=C/c2ccoc2)c2ccccc2n1,-4%,-4%,-3,0%,-21,-1.7%,-17,8,0
Cc1ccc([N+](=O)[O-])c(OCCN2CCNCC2)c1,-7%,-5%,3,1%,-17,-0.2%,-5,1,-13
CC(C)(C)c1ccc(OCc2nnc(SCC(N)=O)n2N)cc1,0%,9%,33,10%,8,0.1%,-6,-1,-1
CCC(=O)NCC(=O)OCC(=O)c1ccccc1,3%,-6%,8,-2%,16,-0.5%,5,1,-3
CCCc1cc(=O)n2[nH]c(NC(=O)c3ccc(C(C)(C)C)cc3)nc2n1,-1%,-2%,2,?,-1,0.6%,-25,-1,-2
COc1ccc(-c2c(C#N)c(SCC(=O)Nc3ccc(Br)cc3)nc(C)c2C(=O)Nc2ccccc2)cc1,/,/,-4,/,-6,1.5%,-13,3,-3
CCN(CC)S(=O)(=O)c1ccc(N2CCc3cc(OC)c(OC)cc3C2)nc1,9%,-2%,-3,-5%,-4,4.7%,-10,-2,8
CCOC(=O)c1[nH]c(C)c(C(=O)N2CCOCC2)c1C,0%,-1%,3,2%,3,0.0%,-1,1,-1
O=C(C1CCN(S(=O)(=O)c2ccccc2)CC1)N1CCN(Cc2ccc3c(c2)OCO3)CC1,0%,-5%,3,-8%,-8,-2.8%,3,7,-2
CCOC(=O)c1ccc(NS(=O)(=O)c2ccc3oc(=O)[nH]c3c2)cc1,9%,-3%,15,12%,5,-4.3%,-8,-2,2
Cc1ccc(C(=O)N/N=C/C=C/c2ccccc2)o1,1%,2%,-2,7%,/,-0.6%,-13,0,-1
O=C(/C=C/c1ccc(Cl)cc1Cl)N1CCN(c2ccc([N+](=O)[O-])c(N3CCOCC3)c2)CC1,0%,-6%,-2,-4%,-11,-4.2%,-6,2,-13

# Screening results from PubChem BioAssay.
